GRK2 inh: compounds blocking aptamer binding on GRK2 – biochemical, human GRK2, bead flow cytometry, HTS, primary screen; Beta-adrenergic receptor kinase 1 (Homo sapiens), P25098; FAM-aptamer displacement from GRK2; inhibition of aptamer binding, % at 10 µM; hit rate 0.59% among 330,000;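 active = inhibition of aptamer binding above 40%, roughly 3 SD of noise, on plates passing a quality check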;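 also: median bead fluorescence of bound FAM aptamer so fluorescent compounds give negative values; no value below 0 was filed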
AGP1-GFP MLPCN: modulators of AGP1-GFP expression in yeast TOR pathway, primary screen, cell-based, multiplex flow cytometry, S. cerevisiae, MLPCN library; 3 h; GFP as percent of DMSO wells; GFP response vs DMSO, % at 10 µM; hit rate 0.02% among 320,000; AID 2066, 2009;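 active = GFP response relative to DMSO above a set limit, near screen average plus 3 SD, cut at about 150% in these data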;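 also: median GFP channel fluorescence of the gated AGP1 strain per well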
VLA-4 inh: inhibition in human VLA-4 binding assay, primary screen, VLA-4 allosteric modulator project, MLPCN library, flow cytometry, VLA-4 expressing cells | Integrin alpha-4 (Homo sapiens), P13612 | ligand binding flow cytometry | inhibition, % (about 7 µM as worked out from the volumes in the protocol) | hit rate 0.2% among 330,000; in the data active = inhibition above about 50%
BCLXL inh: inhibitors of human Bcl-xL, primary screen, biochemical, fluorescence polarization, HTS. Bcl-2-like protein 1 (Homo sapiens), Q07817. GST-Bcl-xL / FITC-Bim BH3 peptide fluorescence polarization. inhibition, % at 10.9 µM. hit rate 0.7% among 320,000;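 active = inhibition above the mean of all tested compounds plus 3 SD, cutoff set per campaign, cut at about 30% in these data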;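 also: 0% = DMSO wells and 100% = unlabeled Bim-BH3 peptide competitor; inhibitors lower millipolarization by displacing the labeled peptide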
Target sequence (Q07817 whole entry, looked up): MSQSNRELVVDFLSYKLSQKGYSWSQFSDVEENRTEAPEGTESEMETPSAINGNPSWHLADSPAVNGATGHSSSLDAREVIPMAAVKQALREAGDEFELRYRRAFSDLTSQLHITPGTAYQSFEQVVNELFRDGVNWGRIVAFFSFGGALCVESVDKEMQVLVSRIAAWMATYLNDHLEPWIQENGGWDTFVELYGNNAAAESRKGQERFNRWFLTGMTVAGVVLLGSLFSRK
CIT2-GFP yeast: modulators of CIT2-GFP expression in yeast, primary screen, S. cerevisiae, GFP fusion, multiplex flow cytometry, MLPCN library. S. cerevisiae CIT2-GFP strain, 3 h; 100 means same as DMSO wells. hit rate 0.065% among 320,000. AID 2029, 2009. GFP response vs DMSO, % at 10 µM;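 active = GFP response relative to DMSO above a set limit, near the screen mean plus 3 SD, cut at about 150% in these data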;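 also: ratio of well median GFP fluorescence to mean of DMSO wells on the plate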
Fam108B counter: mouse Fam108B serine hydrolase inhibitors, primary screen, counter-screen for RBBP9 inhibitor project, biochemical, fluorescence polarization; recombinant Fam108B, FP-Rh probe fluorescence polarization; inhibition, % at 9.51 µM; hit rate 0.33% among 300,000;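 active = inhibition above the screen mean inhibition plus 3 SD, computed separately per campaign, cut at about 18% in these data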;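 also: inhibitors lower polarization as less probe binds the enzyme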
MCL1-BIM inh: inhibitors of MCL1 binding to BIM-BH3, primary screen, biochemical, fluorescence polarization | Induced myeloid leukemia cell differentiation protein Mcl-1 (Homo sapiens), Q07820 | GST-MCL1 / FITC-Bim-BH3 fluorescence polarization | inhibition, % at 10.9 µM | hit rate 0.68% among 320,000;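 active = inhibition above the mean inhibition of all tested compounds plus 3 SD, set per campaign, cut at about 40% in these data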;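 also: 0% = DMSO wells and 100% = unlabeled Bim-BH3 peptide control; higher means more loss of mP so more displacement of Bim peptide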
Target sequence (Q07820 whole entry, looked up): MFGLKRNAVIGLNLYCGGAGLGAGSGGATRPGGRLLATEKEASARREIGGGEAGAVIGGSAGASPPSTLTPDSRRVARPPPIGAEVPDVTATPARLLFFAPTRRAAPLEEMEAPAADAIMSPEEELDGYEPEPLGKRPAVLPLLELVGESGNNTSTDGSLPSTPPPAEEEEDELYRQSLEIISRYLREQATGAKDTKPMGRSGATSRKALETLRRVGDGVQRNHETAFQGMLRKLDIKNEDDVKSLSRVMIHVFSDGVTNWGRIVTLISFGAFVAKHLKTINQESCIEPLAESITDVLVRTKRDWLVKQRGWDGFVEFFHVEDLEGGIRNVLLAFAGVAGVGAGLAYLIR
GLD-1 TGE inh: GLD-1/TGE RNA complex disruptors, primary screen, biochemical, fluorescence polarization; AID 2280, 2010; inhibition, % at 5.96 µM; Female germline-specific tumor suppressor gld-1 (Caenorhabditis elegans), Q17339; hit rate 0.44% among 320,000; purified GLD-1 + fluorescein TGE RNA;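 active = percent inhibition above a per-plate cutoff, the plate mean of test compounds plus 3 SD, cut at about 30% in these data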;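 also: 0% = DMSO wells with GLD-1 and probe and 100% = wells lacking GLD-1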
Target sequence (Q17339 whole entry, looked up): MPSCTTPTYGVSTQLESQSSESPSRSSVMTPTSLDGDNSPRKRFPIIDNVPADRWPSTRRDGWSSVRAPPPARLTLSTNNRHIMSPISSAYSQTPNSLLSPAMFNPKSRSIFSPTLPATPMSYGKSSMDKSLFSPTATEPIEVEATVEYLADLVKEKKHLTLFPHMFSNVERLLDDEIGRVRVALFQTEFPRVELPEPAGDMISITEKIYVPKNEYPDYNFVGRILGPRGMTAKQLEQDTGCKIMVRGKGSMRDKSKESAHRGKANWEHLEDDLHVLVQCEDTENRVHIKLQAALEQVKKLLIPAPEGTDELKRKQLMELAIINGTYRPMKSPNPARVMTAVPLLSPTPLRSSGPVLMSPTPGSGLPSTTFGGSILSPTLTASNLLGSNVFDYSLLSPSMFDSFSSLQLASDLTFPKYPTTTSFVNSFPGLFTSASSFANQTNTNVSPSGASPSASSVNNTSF
MEX-5 binding: MEX-5 zinc finger RNA-binding disruptors – biochemical, C. elegans, fluorescence polarization, MLPCN library, primary screen; MEX-5/FITC-TCR2 RNA binding; active compounds read low; Zinc finger protein mex-5 (Caenorhabditis elegans), Q9XUB2; activity score (negative = inhibition of binding), % at 10 µM; hit rate 0.38% among 300,000;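 active = inhibition past about -25% in most replicates, and total fluorescence under double the plate's negative control median, limit read from the data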;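 also: 0% = DMSO and -100% = 5 µM competing unlabeled TCR2 RNA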
An asterisk follows results filed as active; / = not tested or not shown.

SMILES | GRK2 inh | AGP1-GFP MLPCN | VLA-4 inh | BCLXL inh | CIT2-GFP yeast | Fam108B counter | MCL1-BIM inh | GLD-1 TGE inh | MEX-5 binding
COc1ccccc1/C=N/NC(=O)c1ccc(-c2ccccc2)cc1 | 0 | 118 | 4 | 1 | 113 | -14 | 10 | 9 | 1.3
CC1(C)CC(=O)c2cc(C(=O)O)c(=O)n(-c3ccccc3)c2C1 | 0 | 112 | 16 | 4 | 109 | 3 | 2 | 9 | 0.6
CC(=O)[C@H]1[C@H](CCc2ccccc2)NC(=O)N(Cc2ccccc2)[C@@H]1C | 2 | 91 | -16 | 0 | 89 | -2 | -11 | 2 | -3.0
CCCc1nc2cc3c(cc2[nH]1)n(C)c(=O)n3C | 0 | 106 | 6 | 6 | 99 | 2 | 6 | -8 | -2.1
CCOC(=O)CN1C(=O)C(O)(c2c(C)[nH]c3ccccc23)c2ccccc21 (centres undefined) | 2 | 96 | -7 | -10 | 102 | 2 | -16 | 2 | 0.1
O=C(c1cc([N+](=O)[O-])ccc1N1CCOCC1)N1CCN(c2ccccc2)CC1 | 1 | 98 | 23 | 2 | 97 | 0 | -2 | -1 | -1.8
COc1ccc2nc(C)cc(SCC(=O)N/N=C/c3c(OC)ccc4ccccc34)c2c1 | 0 | 94 | 2 | 3 | 94 | -6 | -6 | -1 | 0.8
O=C(COC(=O)c1oc2ccccc2c1CSc1ccc(Cl)cc1)NC1CCCC1 | 1 | 103 | 14 | 4 | 107 | -1 | 7 | -1 | -1.1
NS(=O)(=O)c1ccc2nc(NC(=O)c3ccc(Br)o3)sc2c1 | 54* | 92 | 9 | -1 | 93 | -8 | -3 | -7 | -4.3
COc1ccc(C)cc1S(=O)(=O)n1nc(C)cc1C | 0 | 102 | 13 | 8 | 96 | 0 | 6 | 1 | -2.5
N#C/C(=C\Nc1ccc2cn[nH]c2c1)c1nc(-c2ccc(Cl)cc2)cs1 | 1 | 92 | -52 | -6 | 90 | 1 | -15 | -9 | -0.7
C=CCSc1ncccc1C(=O)O | 6 | 103 | -4 | 5 | 103 | -2 | 6 | 7 | -2.4
Cc1ccc(NC(=O)CCc2nc(-c3cccs3)no2)c(Br)c1 | 3 | 95 | 24 | 1 | 106 | 0 | -1 | 3 | 0.9
NS(=O)(=O)c1ccc(NC(=O)COC(=O)COc2ccc3ccccc3c2)cc1 | 0 | 93 | -1 | -5 | 99 | -1 | -4 | 7 | -0.3
Cc1cccc(NC(=O)c2nc[nH]c2C(=O)N[C@@H](Cc2ccccc2)C(=O)OCc2ccccc2)c1 | 51* | 84 | 4 | -1 | 88 | -37 | 1 | -2 | 1.7
CCn1nnnc1SCC(=O)Nc1sc(C)c(C)c1C#N | 1 | 101 | 94* | -4 | 99 | -2 | 0 | -4 | -0.5
COC(=O)c1ccc(NCC(=O)Nc2cc(C)cc(C)c2)cc1 | 4 | 104 | 1 | -10 | 114 | 11 | -10 | -1 | 1.0
CC(=O)c1ccc(NC(=O)CC(NCCC2=CCCCC2)C(=O)O)cc1 (centres undefined) | 0 | 94 | 1 | 2 | 103 | 1 | -7 | -3 | 0.4
CNS(=O)(=O)c1cccc(C(=O)NNC(=O)CN(C)S(=O)(=O)c2ccc(Cl)cc2)c1 | 3 | 103 | -11 | 6 | 105 | 1 | 3 | -3 | -1.4
Cc1ccccc1Nc1c(-c2cccnc2)nc2cccc(C)n12 | 1 | 107 | 12 | 7 | 101 | 4 | 3 | 8 | 2.0

Laid out differently: entries from further up.
| structure | GRK2 inh | AGP1-GFP MLPCN | VLA-4 inh | BCLXL inh | CIT2-GFP yeast | Fam108B counter | MCL1-BIM inh | GLD-1 TGE inh | MEX-5 binding |
| --- | --- | --- | --- | --- | --- | --- | --- | --- | --- |
| CC(=O)[C@H]1[C@H](CCc2ccccc2)NC(=O)N(Cc2ccccc2)[C@@H]1C | 2 | 91 | -16 | 0 | 89 | -2 | -11 | 2 | -3.0 |
| CCCc1nc2cc3c(cc2[nH]1)n(C)c(=O)n3C | 0 | 106 | 6 | 6 | 99 | 2 | 6 | -8 | -2.1 |
| CCOC(=O)CN1C(=O)C(O)(c2c(C)[nH]c3ccccc23)c2ccccc21 (centres undefined) | 2 | 96 | -7 | -10 | 102 | 2 | -16 | 2 | 0.1 |

(more compounds)
SMILES | GRK2 inh | AGP1-GFP MLPCN | VLA-4 inh | BCLXL inh | CIT2-GFP yeast | Fam108B counter | MCL1-BIM inh | GLD-1 TGE inh | MEX-5 binding
COc1ccc(S(=O)(=O)N(CC(=O)N/N=C/c2ccc(C(=O)O)cc2)Cc2ccccc2)cc1OC | 2 | 97 | 2 | 5 | 103 | -2 | 3 | 3 | 0.9
Cn1c(=O)c2c(ncn2CC(COCc2ccc(Cl)cc2)OCc2ccc(Cl)cc2)n(C)c1=O (centres undefined) | 0 | 102 | 14 | -2 | 98 | 1 | -2 | 2 | -1.0
CC(=O)Nc1cccc(C(=O)OCC(=O)c2ccccc2Cl)c1 | 1 | 101 | 12 | -2 | 99 | 2 | 11 | 5 | 1.7
Cc1ccccc1OCC(=O)NNC(=O)c1cc(S(=O)(=O)N2CCOCC2)ccc1N1CCCC1 | 0 | 114 | 2 | -5 | 101 | -1 | 0 | -11 | 0.6
CC(C)(C)c1ccc(-c2noc(CCC(=O)N3CCOCC3)n2)cc1 | 3 | 97 | -1 | 5 | 98 | 3 | -2 | 1 | -2.2
O=c1[nH]c2cc3c(cc2cc1CN(CC1CCCO1)S(=O)(=O)c1ccc(Cl)cc1)OCCO3 (centres undefined) | 2 | 103 | 9 | 3 | 98 | -3 | 3 | 4 | 2.7
CC(=O)Nc1cccc2c1C(=O)NC2=O | 0 | 95 | -5 | 7 | 95 | 3 | 2 | 3 | -1.0
COC(=O)c1ccc(NC(=O)C2CCCN(S(C)(=O)=O)C2)cc1 (centres undefined) | 1 | 104 | -3 | 5 | 101 | 2 | -3 | 15 | 0.8
CCOC(=O)C(NC(=O)NCc1ccccc1OC)(OCC)C(F)(F)F (centres undefined) | 0 | 98 | -5 | -1 | 97 | 5 | 0 | 3 | -1.7
CCOC(=O)N1CCC(N2CC34C=CC(O3)C(C(=O)O)C4C2=O)CC1 (centres undefined) | 0 | 112 | 6 | 5 | 107 | 3 | 6 | 3 | -0.2
Nc1cc(=O)nc(SCC(=O)NCc2ccccc2)n1CCc1ccccc1 | 0 | 105 | 39 | -1 | 104 | -3 | 2 | -4 | 0.2
COc1cc(CNc2ccc3[nH]c(=O)[nH]c3c2)ccc1OCc1ccccc1Cl | 0 | 95 | 12 | 2 | 94 | -3 | 3 | -4 | -0.9
Cn1c(=O)[nH]c(=O)c2c1nc(N1CCN(CCO)CC1)n2CCSc1nc2ccccc2s1 | 0 | 99 | -3 | -1 | 103 | 6 | -3 | -1 | -0.6
CSc1sc(C(=O)NCC2CC2)c(-c2cccs2)c1C#N | 0 | 90 | -4 | 0 | 82 | 1 | 6 | -2 | 1.7
O=C(Oc1ccccc1-c1nnco1)c1ccccc1 | 0 | 102 | 11 | 6 | 107 | 0 | 15 | -6 | 0.3
Cc1cc(C)cc(OCC(=O)NC2CCCc3ccccc32)c1 (centres undefined) | 0 | 95 | 9 | 4 | 92 | -8 | 2 | -5 | -0.5
COc1ccc(-c2[nH]c(-c3ccc(C)cc3)nc2SCC(=O)NC2CCCC2)cc1 | 0 | 105 | 13 | -1 | 99 | 10 | -5 | -3 | 0.5
O=C(COC(=O)c1cc(-c2ccccc2)nc2ccccc12)Nc1ccc2c(c1)OCO2 | 0 | 112 | 4 | 1 | 108 | 0 | -4 | 6 | -0.5
COc1cc([C@@H]2CC=C(C(=O)O)[C@H](c3cccc(Cl)c3)N2S(=O)(=O)c2ccc(C)cc2)cc(OC)c1OC | 1 | 90 | 0 | -3 | 103 | -9 | -15 | 2 | /
Cc1ccc(Cn2ccc(O)c(Cc3ccccc3)c2=O)cc1 | 1 | 103 | 15 | 11 | 103 | 0 | 11 | 1 | -0.6
N#CC1=C(Nc2ccccc2)SC=C(c2ccc(Br)cc2)N=C1N1CCOCC1 | 0 | 104 | 11 | 4 | 95 | -9 | 1 | -10 | 0.1
COc1cc(/C=N\Nc2nc3ccccc3o2)cc(OC)c1OC | 0 | 102 | -1 | -19 | 99 | 0 | -10 | 13 | -0.1
CC1CN(C(=S)NC(=O)C2CCCCC2)CC(C)O1 (centres undefined) | 2 | 94 | 1 | 2 | 97 | -3 | 4 | 3 | 2.6
COc1cc(Br)cc(/C=C/c2ccc3cccc(O)c3n2)c1O | 0 | 79 | 9 | 17 | 98 | -2 | 11 | 7 | -0.8
CCOC(=O)c1cc2c(n(-c3ccccc3)c1=O)CC(C)(C)CC2=O | 0 | 101 | -1 | 5 | 100 | 4 | 4 | 4 | -0.1
Cc1ccc(C(=O)N(CN2CCCC2=O)c2ccccc2)cc1C | 2 | 91 | 4 | 3 | 92 | -5 | 3 | 4 | -1.3
COc1ccc(/C=C/C(=O)OCC(=O)NC(C)CCc2ccccc2)cc1 (centres undefined) | 0 | 106 | 2 | / | 112 | / | / | -2 | /
C=CCSc1nc2sc3c(c2c(=O)n1CC)CCc1ccccc1-3 | 4 | 95 | 22 | 9 | 93 | 1 | 12 | 2 | /
COc1ccc(C(C)=O)cc1CSc1nncn1-c1ccccc1 | 1 | 107 | -8 | 1 | 105 | -2 | -3 | 2 | 2.1
Cc1cc(=O)[nH]c(SCc2nc3ccc([N+](=O)[O-])cc3[nH]2)n1 | 1 | 97 | 6 | 7 | 99 | -3 | 9 | 4 | -20
COc1cc(C)c(S(=O)(=O)NCc2cccnc2)cc1C | 4 | 101 | 1 | -2 | 108 | -3 | -1 | -9 | 0.5
CC(C)COc1ccc(C(=O)Nc2ccc(NC(=O)c3ccco3)c(Cl)c2)cc1 | 0 | 100 | -8 | 3 | 101 | -4 | 1 | 5 | 1.1
CCC1=NN2C(=N)/C(=C/c3ccc(OS(=O)(=O)c4ccc(C)cc4)c(OC)c3)C(=O)N=C2S1 | 3 | 104 | 0 | -3 | 100 | 0 | -3 | -1 | 1.7
CC(=O)c1cccc(N(CC(=O)Nc2cccnc2)S(C)(=O)=O)c1 | 3 | 94 | 4 | 1 | 99 | 0 | -1 | 3 | -2.4
Nc1cccc(S(=O)(=O)Nc2ccc(SC(F)F)cc2)c1 | 0 | 102 | 22 | -3 | 105 | -1 | 2 | -6 | 3.3
Cc1nn(CC(=O)OCC(=O)Nc2c(C(C)C)cccc2C(C)C)c(C)c1[N+](=O)[O-] | 2 | 101 | 15 | 6 | 103 | 4 | 3 | 0 | -1.4
Cc1ccc(NC(=O)c2cc(F)c(F)cc2Cl)nc1 | 3 | 87 | 29 | 4 | 97 | 0 | 1 | 7 | -0.5
CCOc1ccc(NC(=O)N2CCCC2C(=O)NCc2ccco2)cc1 (centres undefined) | 4 | 97 | 19 | -1 | 106 | 4 | 1 | 2 | -3.5

Assay outcomes (PubChem BioAssay)
